# MLLE-PAM2 inh = inhibitors of PABP1 MLLE–PAM2 peptide binding, primary screen, biochemical, fluorescence polarization, FITC-PAM2, GST-MLLE; Polyadenylate-binding protein 1 (Homo sapiens), P11940; inhibition, % at 20 µM; actives 0.36% (n = 360,000); AID 588489, 2011; in the data active = inhibition above about 35%, passing the limit was not always enough;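 note: plate controls were DMSO wells with GST-MLLE for no effect and wells lacking GST-MLLE protein for full effect; some results filed as inactive read as strong as hits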
# Rin1 Abl inh = inhibitors of Rin1-Abl protein binding, primary screen, biochemical, TR-FRET; AID 588664, 2011; Tyrosine-protein kinase ABL1 (Homo sapiens) + Ras and Rab interactor 1 (Homo sapiens), …; inhibition, % at 7.35 µM; actives 0.4% (n = 360,000); in the data active = inhibition above about 5%, passing the limit was not always enough
# FAS-TE inh = FAS thioesterase domain inhibitors, primary screen, biochemical, fluorescence intensity, uHTS. recombinant FAS-TE, OMFH fluorogenic substrate, fluorescence endpoint. inhibition, % at 15 µM. actives 0.67% (n = 360,000);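 active = compounds whose normalised, plate-corrected inhibition of enzyme fluorescence in the single-dose primary screen is 50% or more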;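 note: 0% = DMSO with enzyme and 100% = substrate without enzyme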
# NadD block = inhibitors of S. aureus NadD, primary screen, biochemical, colorimetric, uHTS; Nicotinate-nucleotide adenylyltransferase NadD (Staphylococcus aureus N315); actives 0.78% (n = 360,000); purified NadD enzyme, colorimetric absorbance read-out; AID 602399, 2012; inhibition, % at 20 µM; in the data active = inhibition above about 26%; note: some compounds past the cut are filed as inactive
# CSN inh = inhibitors of CSN-mediated cullin deneddylation, primary screen, biochemical, fluorescence polarization, uHTS; COP9 signalosome complex subunit 5 (Homo sapiens), Q92905; AID 651999, 2013; Purified CSN, SCF-Nedd8-OG deneddylation; inhibition, % at 12.5 µM; actives 0.38% (n = 360,000);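 active = pattern-corrected inhibition above about 35%, with an unprinted fluorescence ratio check between 0.5 and 1.5, limit read from the data, passing the limit was not always enough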;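 note: 0% = enzyme with substrate and 100% = substrate without enzyme; some results filed as inactive read as strong as hits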
#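 Assay system: purified human Csn5 enzyme expressed in HEK293T cells; Input: 0.24 nM Csn5 enzyme, final concentration; Reagent: 10 nM SCFSkp2-Nedd8OG; Compound dosing: 12.5 µM single point; Times: reaction 90 min, room temperature; Technique: fluorescence polarization readout.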
# Neddylation inh = inhibitors of cullin neddylation, primary screen, biochemical, TR-FRET, uHTS, NAE and Ubc12 | NEDD8-conjugating enzyme Ubc12 (Homo sapiens) + NEDD8-activating enzyme E1 regulatory … | calls only at 25 µM | actives 0.58% (n = 360,000) | AID 651699, 2012; in the data active = inhibition above about 36%
# Target sequence (P61081 whole entry, looked up): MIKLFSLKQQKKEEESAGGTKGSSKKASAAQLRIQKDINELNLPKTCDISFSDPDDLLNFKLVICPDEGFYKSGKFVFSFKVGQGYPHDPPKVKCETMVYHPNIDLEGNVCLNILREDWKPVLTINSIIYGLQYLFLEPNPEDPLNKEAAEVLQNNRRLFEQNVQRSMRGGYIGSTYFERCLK
# Target sequence (Q13564 whole entry, looked up): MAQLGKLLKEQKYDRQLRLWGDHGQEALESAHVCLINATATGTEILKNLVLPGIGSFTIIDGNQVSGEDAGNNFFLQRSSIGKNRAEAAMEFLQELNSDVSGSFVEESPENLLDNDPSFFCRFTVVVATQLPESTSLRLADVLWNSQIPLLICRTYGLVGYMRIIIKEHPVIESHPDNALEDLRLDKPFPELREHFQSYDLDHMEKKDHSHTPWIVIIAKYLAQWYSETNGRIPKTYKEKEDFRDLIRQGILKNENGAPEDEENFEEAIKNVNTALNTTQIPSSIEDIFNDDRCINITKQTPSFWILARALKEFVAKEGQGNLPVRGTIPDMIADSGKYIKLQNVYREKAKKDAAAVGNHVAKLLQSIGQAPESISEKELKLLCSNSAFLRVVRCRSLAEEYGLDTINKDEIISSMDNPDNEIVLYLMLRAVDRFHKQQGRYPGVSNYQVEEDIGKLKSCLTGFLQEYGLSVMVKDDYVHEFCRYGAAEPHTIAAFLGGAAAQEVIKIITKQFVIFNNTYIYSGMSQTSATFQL
# SKN-1 inh = suppressors of acrylamide-induced Pgst-4::GFP reporter in worms, primary screen, SKN-1 inhibitor project, whole organism, uHTS, GFP/RFP fluorescence ratio, strain VP596 | C. elegans VP596 Pgst-4::GFP/RFP ratio, 24 h | actives 0.49% (n = 360,000) | inhibition, % at 21.8 µM;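 active = interference check ratio from 0.5 to 1.5 plus GFP to RFP signal ratio inhibition reaching or exceeding a fixed threshold, cut at about 30% in these data, passing the limit was not always enough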; note: some compounds called inactive have numbers as strong as hits
# MT1-MMP act inh = blockers of MT1-MMP proenzyme processing, primary screen, HT1080 RFP-PRO-GFP cells, GFP/RFP fluorescence | actives 0.061% (n = 360,000) | GFP/RFP ratio change, % at 20 µM | GFP/RFP ratio fluorescence, overnight; percent of plate control window, DMSO zero;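 active = GFP/RFP ratio change of at least 30% with cell ATP level not reduced by more than half and red fluorescence within 50% of control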; note: strong numbers were not always called active
#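 system = RFP-PRO-GFP reporter HT1080 cells | dosing = 20 µM single dose, 1% DMSO | timing = overnight cell settling, then overnight compound exposure, 37 °C, 5% CO2 | read-out basis = GFP/RFP fluorescence ratio | controls = DMSO and RFP-L50D-GFP cell wells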
# Rpn11 block = Rpn11 (PSMD14) deubiquitinase inhibitors, primary screen, biochemical, fluorescence polarization, uHTS. 26S proteasome non-ATPase regulatory subunit 14 (Homo sapiens), O00487. human 26S proteasome, Ub4-pepOG fluorescence polarization; 20S core pre-blocked with epoxomicin. calls only at 20 µM. actives 0.59% (n = 360,000);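 active = inhibition at 20 µM, scaled to each plate's controls, above about 33%, limit read from the data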
# An asterisk follows results filed as active; i = inactive; nt = not tested or not shown; + = active, no number; & = joins results of further samples. Only part of the results is shown; rates above refer to the full screens.
SMILES,MLLE-PAM2 inh,Rin1 Abl inh,FAS-TE inh,NadD block,CSN inh,Neddylation inh,SKN-1 inh,MT1-MMP act inh,Rpn11 block
Cc1onc(-c2ccccc2)c1C(=O)N1CCC2(CC1)OCCO2,9,0,-8,1,5,i,1,2,i
COC1C(O)C(C)OC(OC2CCC3(C)C(CCC4C3C(O)CC3(C)C(C5=CC(=O)OC5)CCC43O)C2)C1O (centres undefined),12,0,-9,3,-2,i,5,-50,i
Cc1cc(C)c(S(=O)(=O)N2Cc3ccccc3-n3nncc3C2)c(C)c1,-1,-2,12,-2,-2,i,-1,-4,i
CC(C)OC(=O)C1C(=O)NC2(C)CC1c1ccccc1O2 (centres undefined),3,-2,-4,-5,2,i,-2,0,i
CC(C)(C)P(=O)(NCc1ccccc1)c1ccccc1 (centres undefined),0,2,-7,-1,1,i,-6,5,i
c1ccc2c(c1)CNCc1cnnn1-2,-4,-2,-6,1,-1,i,4,3,i
C=CCn1c(O)c(C(C)=NCc2ccco2)c(=O)[nH]c1=O,-8,1,-5,4,-1,i,6,7,i
CCC(C)n1c(O)c(/C=N/Nc2nc3c(c(=O)n(C)c(=O)n3C)n2C)c(=O)[nH]c1=S (centres undefined),-67,2,0,10,-1,+,5,4,i
NNC(=O)CN1C(=O)CN=C(c2ccccc2)c2cc(Br)ccc21,3,5,-4,4,1,i,-7,-3,i
C[C@@H]1CN([C@H](C)CO)C(=O)CCCn2nncc2CO[C@@H]1CN(C)C(=O)Oc1ccccc1,-7,1,-7,-3,5,i,-3,0,i
O=C1N(CN2CCOCC2)c2ccccc2C1(O)c1c[nH]c2ccccc12 (centres undefined),13,0,-9,-2,-3,i,14,10,i
CC(=O)Nc1ccc(S(=O)(=O)N2Cc3cnnn3-c3ccccc3C2C#N)cc1 (centres undefined),7,4,-5,-1,6,i,2,2,i
CS(=O)(=O)N1Cc2ccccc2-n2nncc2C1,3,-5,-8,5,2,i,1,2,i
CCCC/C(C)=C/[C@@H](NP(=O)(c1ccccc1)c1ccccc1)c1ccccc1,-2,0,15,-4,0,i,7,-10,i
CN1CC[C@@]2(C)c3cc(O)ccc3N(C)[C@@H]12,16&6,-1&0,0&0,13&9,2&-3,i,8&18,-3&-5,i
Cc1ccc(N=C(/N=C(\N)N[N+](=O)[O-])Nc2ccc(C)cc2)cc1,9,-2,-2,-3,5,i,-2,4,i
COc1ccc(Cc2nccc3cc(OC)c(OC)cc23)cc1OC,-4,1,2,-1,5,i,-17,5,i
ClCCOCCCl,10,-1,2,2,-3,i,-1,-2,i
c1coc(CNCCc2c[nH]c3ccccc23)c1,3,1,-3,-1,-1,i,5,1,i
O=C(Nc1ccc(Cl)c(Cl)c1)c1ccco1,-3,1,6,-2,-1,i,42*,1,i
Cc1cc(C)c(C2=NOC(O)(C(F)(F)F)C2)c(=O)[nH]1 (centres undefined),2,3,-5,-7,0,i,10,1,i
N#CCCn1cc(C(=O)Nc2ccccc2Cl)c(-c2ccc([N+](=O)[O-])cc2)n1,-5,-2,36,-5,4,i,8,-1,i
COC(=O)C1=C(c2ccc(OC)c(OC)c2)C[C@@H]2CC[C@H]1N2C(=O)NCC1CC1,6,-1,-11,1,0,i,-3,0,i
CC(C)COc1ccc(C2(C#N)CC[N+](C)(C)CC2)cc1,0,-1,-9,3,-4,i,8,1,i
O=c1c2ccccc2nc(C[n+]2ccccc2)n1-c1cccc(C(F)(F)F)c1,1,-5,-5,0,4,i,8,1,i

# In a second layout: results already given.
smiles | MLLE-PAM2 inh | Rin1 Abl inh | FAS-TE inh | NadD block | CSN inh | Neddylation inh | SKN-1 inh | MT1-MMP act inh | Rpn11 block
CS(=O)(=O)N1Cc2ccccc2-n2nncc2C1 | 3 | -5 | -8 | 5 | 2 | i | 1 | 2 | i
CCCC/C(C)=C/[C@@H](NP(=O)(c1ccccc1)c1ccccc1)c1ccccc1 | -2 | 0 | 15 | -4 | 0 | i | 7 | -10 | i
CN1CC[C@@]2(C)c3cc(O)ccc3N(C)[C@@H]12 | 16&6 | -1&0 | 0&0 | 13&9 | 2&-3 | i | 8&18 | -3&-5 | i

# Remaining list, next part.
SMILES,MLLE-PAM2 inh,Rin1 Abl inh,FAS-TE inh,NadD block,CSN inh,Neddylation inh,SKN-1 inh,MT1-MMP act inh,Rpn11 block
COc1ccc(C(Nc2ccccc2)P(=O)(Oc2ccccc2)Oc2ccccc2)cc1 (centres undefined),-4,0,26,-7,-10,i,14,1,i
CCN(CC)c1ccc(N=Cc2c(O)n(-c3ccc(OC)cc3)c(=O)[nH]c2=O)cc1,-77,4,-50,8,-37,i,-51,-14,i
O=c1[nH]c(=O)n(Cc2ccco2)c(O)c1C=NCc1ccco1,13,-1,-5,9,4,i,13,-5,i
COc1cccc(NP(=O)(Oc2ccc(Cl)cc2)Oc2ccc(Cl)cc2)c1,2,1,27,8,-2,i,4,-17,i
Cn1c(O)c(/C=N/N2CCCCC2)c(=O)[nH]c1=O,13,-1,-11,2,-13,i,1,-2,i
COC(=O)C1=C(c2ccccc2OCc2ccccc2)C[C@@H]2CC[C@H]1N2C(=O)NCc1ccc([N+](=O)[O-])cc1,-5,-1,39,-3,-2,i,1,4,i
COC(=O)C1=CCCN(C)C1,-1,-4,0,-3,-2,i,-8,0,i
O=C(c1cc(C(=O)NCc2ccccc2)c(=O)n(Cc2ccccc2)c1)c1cc(Cl)ccc1O,-27,-4,21,20,5,i,17,-3,i
O=C1NC(=S)N(c2ccccc2F)C(=O)/C1=C\c1cccs1,14,-2,-8,14,7,i,11,67,i
C[C@]12CCC3C(CC[C@H]4[C@H](O)[C@H](O)CC[C@]34C)C1CCC2=O (some centres undefined),9,1,5,-1,2,i,-2,0,i
NCC(CC(=O)O)c1ccc(Cl)cc1 (centres undefined),-6,-1,-15,-4,-1,i,17,-17,i
CCCCN1C(=O)/C(=C/C=C/c2ccco2)C(=O)NC1=S,-92,2,-6,4,89*,i,16,-15,+
C/C(=C\c1ccc(N(C)C)cc1)[N+](=O)[O-],-74,-1,-4,-10,-5,i,42*,-17,i
COC(=O)C1=C(c2ccc(OCc3ccccc3)cc2)C[C@@H]2CC[C@H]1N2C(=O)NCc1ccc2[nH]ccc2c1,-5,-3,16,16,2,i,0,-5,i
O=c1[nH]c(=O)n(CCc2ccccc2)c(O)c1C=NCc1ccc2c(c1)OCO2,-11,-7,-8,7,8,i,-26,-9,i
C[C@]12CCC3=C4CCC(=O)C=C4CC[C@H]3C1CC[C@@H]2O (some centres undefined),13,-3,-2,-7,-2,i,11,0,i
CCCCC(=O)N/N=C/c1c(O)n(Cc2ccc(F)cc2)c(=O)[nH]c1=O,-80,-1,0,-1,17,i,-4,-11,+
CC(C)n1cc(C(=O)N(CC(=O)NC(C)(C)C)Cc2ccccc2)cn1,-1,-1,-10,-2,1,i,-3,10,i
CCN(CC)CCN=Cc1c(O)n(Cc2ccccc2)c(=O)[nH]c1=O,-15&-32,-2&-3,-2&-11,-3&-4,-5&14,i,-18&9,-4&-18,i
CC(=O)NC(Cc1ccc(N(CCCl)CCCl)cc1)C(=O)NC(CC(C)C)C(=O)O (centres undefined),5,4,-8,5,-3,i,3,-2,i
COc1c2c(cc3c1OCO3)CC[N+](C)=C2,9,-4,-6,-1,-1,i,-11,3,i
Cc1cccnc1-n1c(-c2ccccc2)nc2ccccc2c1=O,2,0,-8,-1,-3,i,-8,4,i
O=C(Nc1ccccc1)Oc1ccccc1,15,-1,-11,2,2,i,-1,1,i
NC(=O)c1ccc(N=Cc2c(O)n(Cc3ccco3)c(=O)[nH]c2=O)cc1,-4,2,-3,20,45*,i,-2,-7,i
O=C(N/N=C/c1c(O)n(Cc2ccco2)c(=O)[nH]c1=O)c1ccccc1O,-57,0,14,-3,27,i,-16,-2,i
# The results go on.
SMILES,MLLE-PAM2 inh,Rin1 Abl inh,FAS-TE inh,NadD block,CSN inh,Neddylation inh,SKN-1 inh,MT1-MMP act inh,Rpn11 block
CCN(CC)C(=O)c1ccc(NC(=O)C2=C(C)OCCS2)cc1,1,-1,-2,-3,7,i,5,-1,i
N#CC1=C(N)Oc2c(c(=O)oc3ccccc23)C1c1ccc(OC(=O)N2CCOCC2)cc1 (centres undefined),2,-2,-4,-1,-2,i,5,-3,i
CC1(C)CN(S(=O)(=O)OCC(Cl)(Cl)Cl)C(=O)N1,-2,1,-10,3,-4,i,10,1,i
COc1ccccc1OCC#CCN1CCCC(C)C1 (centres undefined),-17,5,-4,1,-6,i,6,-1,i
O=C(COC(=O)c1cc(Br)cc(Br)c1O)NC12CC3CC(CC(C3)C1)C2,-18,4,25,18,2,i,-9,4,i
O=C(C(Cc1ccccc1)NS(=O)(=O)c1ccc(F)cc1)N1CCC2(CC1)OCCO2 (centres undefined),14,1,-4,5,0,i,1,-2,i
CCC1(CCCC(=O)c2ccc(F)cc2)C(=O)NC(=S)NC1=O,5,8,-6,3,-6,i,4,3,i
CCc1nccc2c1[nH]c1ccccc12,-11,-2,-1,2,0,nt,-2,0,i
CCN(CC)S(=O)(=O)c1ccc(N=Cc2c(O)n(-c3ccccc3)c(=O)[nH]c2=O)cc1,-29,2,0,9,1,i,12,-11,i

# Profiles, quoted from the list. Screens in order: MLLE-PAM2 inh | Rin1 Abl inh | FAS-TE inh | NadD block | CSN inh | Neddylation inh | SKN-1 inh | MT1-MMP act inh | Rpn11 block
# Results for CCc1nccc2c1[nH]c1ccccc12 → -11 | -2 | -1 | 2 | 0 | nt | -2 | 0 | i
# Results for O=C(COC(=O)c1cc(Br)cc(Br)c1O)NC12CC3CC(CC(C3)C1)C2 → -18 | 4 | 25 | 18 | 2 | i | -9 | 4 | i
